NCI-60 one-dose screen, 48 h, at 10 µM unless noted. Numbers give growth in % (100 = growth as untreated, 0 = no growth, -100 = all killed).
MOLT-4 = MOLT-4 leukemia cells; hit rate 6.9% among 80,000
K-562 = K-562 leukemia; hit rate 7.4% among 78,000
CCRF-CEM = CCRF-CEM leukemia; hit rate 7% among 77,000
MCF7 = MCF7 breast cancer; hit rate 6.3% among 82,000
MDA-MB-231 = MDA-MB-231 breast cancer | hit rate 5% among 81,000 | AID 1794789
RPMI-8226 = RPMI-8226 leukemia cells | hit rate 7.5% among 77,000
SR = SR leukemia cells. hit rate 8.7% among 73,000
MDA-MB-468 = MDA-MB-468 breast cancer; hit rate 8.5% among 78,000; AID 2202374
Starred values were filed as active, the others as inactive; / = not tested or not shown; & = joins results of further samples; [ ] = dose if it differs, or a comment. Rule for the calls: active = growth percent below 10; inactive = the rest.

SMILES,MOLT-4,K-562,CCRF-CEM,MCF7,MDA-MB-231,RPMI-8226,SR,MDA-MB-468
COc1ccc(-c2cc(-c3cc(OC)ccc3OC)nc(N)c2C#N)cc1,85,89,/,39,56,/,44,70
COc1cc(CNC(=O)CCCC/C=C/C(C)C)ccc1OCc1cn(-c2ccc(Cl)c(Cl)c2)nn1,79,75,76,87,89,67,58,72
CC(=O)c1sc2nc(-c3cnccn3)cc(-c3cccs3)c2c1N,110,98,101,90,90,106,103,100
O=C(O)c1cn(C2CC2)c2cc(N3CCN(Cc4nnc(-c5ccc(Cl)cc5)o4)CC3)c(F)cc2c1=O,58,/,70,75,69,/,59,80
C=CC(=O)OCC(C)(C)[N+](=O)[O-],110,103,100,104,88,101,101,98
CC(=N\OCCC#N)/C(C)=N/OCCC#N,137,104,104,100,/,108,/,103
C#CCN1CCC[C@H]1C(=O)NCC(=O)OC,105,100,104,93,103,108,113,86
Cc1ccc(C(=O)O)cc1[N+](=O)[O-],112,110,99,94,101,102,105,104
Cc1ccc(-c2cc(C(=O)N3N=C(c4ccc(Cl)cc4)CC3c3cc(-c4ccccc4)nn3-c3ccccc3)c3ccccc3n2)cc1 (configuration not stated),91,64,84,81,101,84,86,96
Cc1cccc(Nc2nc(-c3c(C)nc4ncccn34)cs2)c1,63,36,57,47,75,53,22,17
COc1cc2nc(CNc3ccc(C)cc3)[nH]c(=O)c2cc1OC,60,37,79,81,84,/,57,/
CCCCC(C(C)=O)C(=O)OCC (configuration not stated),101,102,93,98,111,105,105,113
O=C(c1ccc(Cl)nc1)c1cccs1,104,99,91,85,102,78,93,103
CCCCCC(=O)c1cc(O)c(O)c(O)c1,92,83,73,91,87,98,43,99
O=C1c2ccccc2C(=O)N1Cc1ccc(Cl)cc1[N+](=O)[O-],89,91,98,97,97,101,83,104
O=c1c(Nc2ccccc2)nnc2n(Cc3ccccc3)c3ccccc3n12,112,100,106,91,65,/,115,63
O=C(Cn1ccc(Nc2ccccc2)cc1=O)Nc1ccccc1,104,105,101,90,/,105,111,97
CCNC(=O)Oc1ccc(/C(=C(/C)c2ccc(OC)cc2)c2ccc(OCCN3CCCC3)cc2)cc1,70,26,80,35,90,54,34,92
CCOC(=O)/C=C1\SC(=Nc2ccc(C#N)cc2)N(CCN2C(=O)/C(=C/C(=O)OCC)SC2=Nc2ccc(C#N)cc2)C1=O,9.4*,7.4*,1.6*,24,16,-27*,1.7*,55
COc1ccc(N=Nc2c(N)nn3c(-c4ccc(OC)c(OC)c4)ccnc23)cc1,100,80,87,85,81,66,78,80
Cc1cc(C)c(S(=O)(=O)c2ccc(F)cc2)c(C)c1,87,85,87,99,113,97,93,82
O=C(CCN1CCC2CCC(C2)C1)c1ccc(C(F)(F)F)cc1 (configuration not stated),90,96,/,106,137,94,86,111
COc1ccc2[nH]c(O)c(/C=c3/ccc4c(c3)N=C(c3ccc(F)cc3)N=4)c2c1,68,58,43,42,83,77,60,76
Cc1cc(=O)n(Nc2ccccc2)c(O)c1C#N,103,92,100,98,103,100,89,108
CCOC(=O)C1CCCN(Cc2nc3sc4c(c3c(=O)[nH]2)CCC(C)C4)C1 (configuration not stated),80,100,99,102,104,90,54,/

One compound at a time, as listed above. Order of values: MOLT-4	K-562	CCRF-CEM	MCF7	MDA-MB-231	RPMI-8226	SR	MDA-MB-468
O=C1c2ccccc2C(=O)N1Cc1ccc(Cl)cc1[N+](=O)[O-] is entered as 89	91	98	97	97	101	83	104
O=C(O)c1cn(C2CC2)c2cc(N3CCN(Cc4nnc(-c5ccc(Cl)cc5)o4)CC3)c(F)cc2c1=O is entered as 58	/	70	75	69	/	59	80

Further results follow:
SMILES,MOLT-4,K-562,CCRF-CEM,MCF7,MDA-MB-231,RPMI-8226,SR,MDA-MB-468
CC1=C(C)C(=O)C(Nc2ccc(C)cc2)=C(Cl)C1=O,66,54,48,96,95,88,80,53
Nc1cccc(-c2nc3sccn3c2-c2ccnc(NCCNS(=O)(=O)c3cccc4ccccc34)n2)c1,88,79,96,82,93,84,71,82
c1cncc(-c2nc(N3CCOCC3)c3c4c(sc3n2)CCCCC4)c1,85,49,88,81,66,65,77,81
N#CCCc1ccc(O)cc1,99,100,/,98,116,102,95,104
Nc1ccc(Oc2ccccc2)c(Cl)c1,98,115,102,96,111,101,92,92
CCc1c(Cl)nc(N)nc1Nc1ccc(Br)cc1,93,78,88,89,93,79,90,75
COc1cc(C(=O)NNC(=O)c2cc(OC)c(OC)c(OC)c2)ccc1O,63,94,63,67,98,88,60,68
CC(C)NCC(C)(C)NC(Cc1ccccc1)c1ccccc1 (configuration not stated),98,94,97,98,98,93,87,97
C=CCOC(=O)C1=CNC2=C(C(O)CC(c3ccccc3)C2)C1c1ccc(O)cc1 (configuration not stated),87,86,109,91,98,109,93,117
CC(C)C(NC(=O)[C@H](C(C)C)N1C(=O)c2ccccc2C1=O)C(=O)O (some centres not stated),92,98,98,102,98,121,93,106
CCN1CCN(C(=O)[C@]23CCC(C)(C)C[C@@H]2C2=CC[C@@H]4[C@@]5(C)C/C(=C/c6ccncc6)C(=O)C(C)(C)[C@@H]5CC[C@@]4(C)[C@]2(C)CC3)CC1,-12*,-13*,3.7*,-54*,-60*,-32*,-29*,-50*
COc1cccc(C2CC(=O)Nc3c2c(C)nn3-c2nc3ccccc3[nH]2)c1OC (configuration not stated),-31*,41,8.5*,62,82,70,33,71
C=C(C)[C@@H]1CC[C@]2(C(=O)O)CC[C@]3(C)[C@H](CC[C@@H]4[C@@]5(C)C[C@@H](CC#Cc6ccc(C(F)(F)F)cc6)[C@H](O)C(C)(C)[C@@H]5CC[C@]43C)[C@@H]12,4.3*,7.7*,-2.7*,8.5*,-10*,9.1*,16,/
Cn1c(I)c(C#C[Si](C)(C)C)c(=O)[nH]c1=O,-60*,-71*,-62*,82,9.4*,46,/,/
O=C(NCc1cn(Cc2cccc(Oc3ccccc3)c2)nn1)c1cccnc1Nc1ccc(F)cc1,/,/,/,24,42,/,28,33
OC1CCCN(Cc2ccccc2)C1 (configuration not stated),92,111,98,102,103,90,89,103
O=C(/C=C/c1cn(-c2ccccc2)nc1-c1ccc(Br)cc1)NNC(=O)Nc1ccc(F)cc1,89,96,84,88,78,95,91,103
COc1ccccc1C(C#N)N1CCCN(C(C#N)c2ccccc2OC)C1c1cc(Cl)cc(Cl)c1O (configuration not stated),85,98,99,91,97,94,87,101
O=c1c(OCc2ccccc2)cccn1Cc1ccccc1,97,90,100,90,106,101,97,96
O=C1NC(=S)S/C1=C\c1cn(-c2ccccc2)nc1-c1ccccc1,109&62,100&37,101&38,113&35,100&47,104,116&69,115&42
Nc1cccc(=O)[nH]1,125,104,100,98,115,95,104,/
Cc1ccc(S(N)(=O)=O)cc1S(N)(=O)=O,99,99,102,96,103,91,98,99
COC(=O)C(=O)C(C(=O)Nc1cccc(C)c1C)C1Sc2ccccc2NC1=O (configuration not stated),81,51,107,67,90,94,47,77
Cc1[nH][nH]c(=O)c1N=Nc1ccc(S(=O)(=O)N=C(N)N)cc1,113,99,104,90,97,101,103,89
Cc1ncoc1C(=O)O,108,101,114,96,105,111,113,92

The list continues.
canonical_smiles	MOLT-4	K-562	CCRF-CEM	MCF7	MDA-MB-231	RPMI-8226	SR	MDA-MB-468
Cc1nc(C(N)=O)nc2ccccc12	125	118	106	96	108	110	121	114
C#Cc1cccc(Oc2ccccc2NC(=O)C=C)c1	97[8.25 µM]	97[8.25 µM]	88[8.25 µM]	79[8.25 µM]	105[8.25 µM]	77[8.25 µM]	71[8.25 µM]	80[8.25 µM]
COC(=O)c1ccccc1OC(=O)c1ccccc1	92	93	104	101	107	107	88	110
O=C(Cn1c(-c2ccccc2)nc2ccccc21)N=Nc1c(O)[nH]c2ccccc12	57	66	81	75	82	63	63	66
CC(C)(C)C(=O)OC[C@H]1O[C@@H](n2c(=O)cc(N)[nH]c2=O)[C@H](O)[C@@H]1O	106	107	105	97	105	109	110	92
O=S(=O)(Cc1cc(-c2ccccc2)no1)N1CC=CC1	95	101	101	91	105	103	102	95
CC(C)(C)c1ccc(OCCOC(=O)CBr)cc1	63	83	56	98	88	88	45	88
O=S(=O)(NCCNc1nccc(-c2c(-c3cccc(O)c3)nc3occn23)n1)c1ccc(Br)cc1	10	17	15	18	35	30	7.3*	27
NC1=NC(c2ccccc2)N=C(Nc2nn[nH]n2)N1 (configuration not stated)	100	96	96	97	/	98	/	98
Cc1ccc(S(=O)(=O)N(CC[C@@H]2C[C@H]2c2cc3ccccc3o2)S(=O)(=O)c2ccc(C)cc2)cc1	89	83	93	80	84	101	128	80

Laid out differently: 4 of the compounds above.
O=S(=O)(Cc1cc(-c2ccccc2)no1)N1CC=CC1
  MOLT-4 = 95	K-562 = 101	CCRF-CEM = 101	MCF7 = 91	MDA-MB-231 = 105	RPMI-8226 = 103	SR = 102	MDA-MB-468 = 95

CC(C)(C)c1ccc(OCCOC(=O)CBr)cc1
  MOLT-4 = 63	K-562 = 83	CCRF-CEM = 56	MCF7 = 98	MDA-MB-231 = 88	RPMI-8226 = 88	SR = 45	MDA-MB-468 = 88

O=S(=O)(NCCNc1nccc(-c2c(-c3cccc(O)c3)nc3occn23)n1)c1ccc(Br)cc1
  MOLT-4 = 10	K-562 = 17	CCRF-CEM = 15	MCF7 = 18	MDA-MB-231 = 35	RPMI-8226 = 30	SR = 7.3*	MDA-MB-468 = 27

NC1=NC(c2ccccc2)N=C(Nc2nn[nH]n2)N1 (configuration not stated)
  MOLT-4 = 100	K-562 = 96	CCRF-CEM = 96	MCF7 = 97	MDA-MB-231 = /	RPMI-8226 = 98	SR = /	MDA-MB-468 = 98

Source: PubChem BioAssay (NCI)

Random draw from the library; about 14% have a hit in one of these screens.
